p53ts 32C kill: qHTS Screen for Compounds that Selectively Target Cancer Cells with p53 Mutations: Cytotoxicity of p53ts Cells at the Permissive Temperature; H1299-p53A138V at 32C, ATP luminescence viability, 24 h; Potency, µM (top dose mostly 46.1 µM), for the others: top-dose activity change, negative = cytotoxicity, actives largely listed as cytotoxic; hit rate 0.93% among 130,000; AID 924, 2007;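 further: 0% = DMSO and -100% = full killing by reference compound; nearly all actives have a fitted effect of over 55% in size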
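H1299-p53 A138V cells (temperature-sensitive p53) exposed 24 h to up to 46 uM compound at 32C, where p53 is wild-type in conformation. Viability read as ATP luminescence and normalised to DMSO and 100 uM tamoxifen. AC50 fitted with the Hill equation.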
p53ts 39C kill: qHTS Screen for Compounds that Selectively Target Cancer Cells with p53 Mutations: Cytotoxicity of p53ts Cells at the Nonpermissive Temperature; H1299-p53A138V viability at 39C, ATP luminescence, 24 h; Potency, µM (highest dose often 46.1 µM), without a hit: at the top dose activity change, negative = cell killing, hits mostly cytotoxic; hit rate 1.5% among 130,000; further: nearly all actives have a fitted effect of over 55% in size
Imprint erasure: qHTS Assay for Compounds that Induce Erasure of Genomic Imprints. Potency, µM (titrated, usually from 60.7 µM), for inactives: at the top dose activity change, positive = activation, most hits filed as activators. hit rate 0.02% among 110,000. mouse ES Peg3-LacZ reporter, beta-gal luminescence, 40 h. AID 1948, 2009;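 further: 0% = negative control wells on the plate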
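Gelatin-coated wells received 300 freshly trypsinized female ES cells with a Peg3LacZ-Neo reporter on the maternal allele, then incubated 40 hours at 37C. BetaGlo was added for 5 minutes at room temperature before a single luminescence read.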
IkB signaling: IkB Signaling; ABC-DLBCL IkBa-CBG/CBR dual luciferase ratio, 4 h; response scale: scaled: untreated 0%, proteasome inhibitor 100%; Potency, µM (titrated, usually from 57.1 µM), inactives show at the top dose IkBa stabilization activation; hit rate 0.04% among 110,000; active means well fitted curve in the direction sought with a large enough effect in the signal ratio, not every such curve was filed as active; inconclusive means small, poorly fitted or top-dose-only effect, or a change in a side signal; the % refers to the signal ratio;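 further: the direction sought is a rising ratio; 0% = basal untreated cells and 100% = reference inhibitor full response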
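In this assay, an IκBα–CBG68 fusion accumulates when IKK-driven degradation is blocked; native CBR normalizes for cell number. OCI-Ly3 cells were treated 4 h with compound and doxycycline, then green and red light read after Chroma-Glo addition.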
Starred values were filed as active, the others as inactive; ? = inconclusive; · = no result given; [ ] = remark or other dose. Unless noted, the call rests on the fitted dose curve; in most records, active means well fitted curve in the direction sought with a large enough effect; inconclusive means small, poorly fitted or top-dose-only effect, or another doubt; inactive means no such curve, though single readings can be large; an effect the other way counts as inactive or inconclusive. Unless noted, on the % scale 0 is the no-effect control and ±100 the full control effect; potency means the concentration at half of the fitted maximal effect.

The line under a structure holds: IkB signaling, p53ts 32C kill, Imprint erasure, p53ts 39C kill
CCN(CC)C(=O)CSc1nc2ccccc2o1
→ ·, -16%, ·, -15%
O=C(NCCN1CCOCC1)c1nn2c(c1Cl)NC(c1ccccc1)CC2C(F)(F)F (stereo not drawn)
→ 1.0%, 1%, 18%, 0%
Nc1nonc1-c1nc2ccccc2n1Cc1cccc(Cl)c1
→ 1.0%, -27%, -20%[10.9 µM], -3%
O=C(CCCOc1ccccc1)Nc1nccs1
→ -1.6%, -1%, -4%, 3%
CC1CCC(NC(=O)c2ccc3c(c2)N(Cc2ccccc2)C(=O)c2ccccc2S3=O)CC1 (stereo not drawn)
→ 1.7%, 9%, -5%[10.9 µM], -24%
COc1ccc(C(c2nnnn2Cc2cccs2)N2CCN(c3ccccc3F)CC2)cc1OC (stereo not drawn)
→ 1.1%, 10%, -18%, -6%
Cc1ccc(-c2noc(CCC(=O)Nc3ccc(F)cc3Cl)n2)cc1
→ 3.6%, 0%, 12%[10.9 µM], -2%
CCc1c(O)nc(SCC(=O)Nc2ccc(OC)cc2)n(C2CCCCC2)c1=O
→ 4.1%, -17%, -8%, -12%
O=C(CCc1nc2ccccc2[nH]c1=O)OCC(=O)c1ccc(Cl)cc1
→ ·, -4%, ·, 8%
O=C1CC(c2ccc(F)cc2)Cc2nc(N3CCOCC3)ncc21 (stereo not drawn)
→ -1.3%, 19%, -8%, -6%
CCOC(=O)CSc1nnnn1-c1cccc2ccccc12
→ 1.9%, -2%, -9%, 3%
CCNc1nc(Oc2ccc(C(=O)OC)cc2)nc(N(C)C)n1
→ -1.5%, 2%, -22%, -17%
CC(C(=O)NCC1CCCO1)N(C(=O)c1snc(C(N)=O)c1N)c1ccccc1 (stereo not drawn)
→ ?, -1%, -4%, 4%
CCc1ccc(CN(Cc2ccco2)C(=O)c2ccc(OC)cc2)cc1
→ ?, 14%, -3%[10.9 µM], -17%
Cc1nnc(N2CCCC(C(=O)NCCc3ccccc3)C2)c2nn(-c3ccccc3)c(C)c12 (stereo not drawn)
→ ?, 2%, -3%[10.9 µM], 3%
CCOc1ccc(NC(=O)NC(CC)Cn2nnc3ccccc3c2=O)cc1 (stereo not drawn)
→ 6.5%, 7%, 16%[10.9 µM], 5%
OCCNc1nc2ccccc2n1-c1ccccc1
→ 0.0%, 6%, -1%, 8%
O=C(CCn1cnc2ccccc2c1=O)Nc1ccc(S(=O)(=O)N2CCCC2)cc1
→ -1.6%, 6%, -10%, 10%
CC(C)C(=O)Nc1cccc(C(=O)NCc2ccc3c(c2)OCO3)c1
→ 5.2%, 6%, -5%, 8%
CCOc1ccc2nc(NC(=O)CN3CCC(n4nnc5cc(F)ccc54)CC3)sc2c1
→ ?, ?, -20%, ?
Cc1nc2nc(C(F)(F)F)[nH]n2c(=O)c1Cc1ccccc1
→ 0.1%, 13%, -6%[10.9 µM], 16%
O=c1c2ccccc2nc(SCc2nnc(-c3ccccc3Br)o2)n1Cc1ccco1
→ 1.3%, -6%, -21%, -4%
CCSc1oc(-c2cccs2)nc1S(=O)(=O)c1ccccc1
→ ·, 5%, ·, 5%
CCOC(=O)c1cnc2ccc(Br)cc2c1NCC(C)O (stereo not drawn)
→ -1.9%, -5%, -8%, -2%
CCN(CC)S(=O)(=O)c1cc(-c2nnc(-c3ccc(Br)cc3)o2)ccc1Cl
→ 0.2%, -18%, 3%, 1%
O=C(NCCN1CCOCC1)c1ccc2c(c1)N(Cc1ccccc1)C(=O)CS2
→ 1.7%, 6%, -19%, 5%
O=c1[nH]cnc2nc3n(c12)CCCCC3
→ -1.1%, 12%, -4%, 8%
Cc1cccc(NC(=O)CSc2nnc(-c3ccc(S(=O)(=O)N4CCCC4)cc3)o2)c1
→ 0.4%, -5%, -11%, -5%
CCCN1C2=NCCN2c2ccccc21
→ 0.3%, -1%, -6%, 1%
CCCn1c(-c2ccc(OC)cc2)nc2ccccc21
→ ?, -24%, -15%, -12%

Entries of single compounds from above.
O=C(NCCN1CCOCC1)c1ccc2c(c1)N(Cc1ccccc1)C(=O)CS2 as listed: IkB signaling: 1.7%; p53ts 32C kill: 6%; Imprint erasure: -19%; p53ts 39C kill: 5%
O=c1[nH]cnc2nc3n(c12)CCCCC3 as listed: IkB signaling: -1.1%; p53ts 32C kill: 12%; Imprint erasure: -4%; p53ts 39C kill: 8%
COc1ccc(C(c2nnnn2Cc2cccs2)N2CCN(c3ccccc3F)CC2)cc1OC (stereo not drawn) as listed: IkB signaling: 1.1%; p53ts 32C kill: 10%; Imprint erasure: -18%; p53ts 39C kill: -6%

Next section
The line under a structure holds: IkB signaling, p53ts 32C kill, Imprint erasure, p53ts 39C kill
CCOC(=O)c1cnc2c(-c3ccccc3)cnn2c1N
→ ?, 10µM*, -51%[inhibitor], 7.9µM*
CCOc1ccc(NS(=O)(=O)c2ccc3c(c2)CCCN3C(=O)C2CCC2)cc1
→ 2.2%, 10%, -12%[10.9 µM], -21%
COc1ccc(C(=O)Nc2cc(OC)ccc2OC)cc1
→ ?, ?, -13%, ?
Cn1nnnc1SCC(=O)Nc1ccc(Oc2ccc(Cl)cc2)cc1
→ 2.4%, 1%, -7%, -3%
CCOC(=O)c1ccccc1NC(=O)CSc1nc2c(c(=O)n(C)c(=O)n2C)n1C
→ ?, -4%, ·, 1%
Cc1ccc2oc(-c3cc(NC(=O)c4oc5ccccc5c4C)ccc3Cl)nc2c1
→ 7.5%, 4%, -4%[10.9 µM], -10%
Cc1ccnc(NC(=O)C23CC4CC(CC(C4)C2)C3)c1
→ 3.7%, 5%, -12%, 0%
Cn1c(=O)c2c(nc(SCCCC#N)n2Cc2c(F)cccc2Cl)n(C)c1=O
→ -1.0%, 9%, -7%, 3%
Cc1ccc(-c2noc(-c3ccc(N4CCOCC4)c([N+](=O)[O-])c3)n2)cc1
→ -0.7%, -7%, -6%[10.9 µM], 8%
CCOC(=O)c1cccc(Nc2ccc3cc(S(=O)(=O)N4CCCCC4)ccc3n2)c1
→ -0.2%, 25%, -14%[10.9 µM], -4%
Cn1ncc2c(NCCc3ccccc3)nc(Cl)nc21
→ -2.7%[11.4 µM], 11%[9.22 µM], -12%[10.9 µM], 3%[9.22 µM]
CCOC(=O)OCC1C=C[C@H](c2cc(-c3ccccc3)ccc2O)C(c2ccc(C(C)=O)cc2)O1 (stereo partly drawn)
→ ·, 12%[9.22 µM], ·, -9%[9.22 µM]
O=S(=O)(NC1CCCCC1NCc1ccco1)c1ccccc1 (stereo not drawn)
→ 0.6%, -6%, -6%, -1%
CC1(C)COCN1S(=O)(=O)c1ccc(C(=O)Nc2nnc(-c3ccc(Cl)s3)o2)cc1
→ 0.8%, ?, -27%, 7.9µM*
CCC(=O)NC(c1ccccc1OC)c1ccc2cccnc2c1O (stereo not drawn)
→ ·, -2%, ·, -18%
CCn1cc(Br)c(C(=O)Nc2ccc(OC)cc2)n1
→ 0.9%, -23%, -65%[inhibitor], -25%
O=C(NCCc1ccccc1)c1cc(-c2ccccc2)nc2n[nH]c(-c3ccccc3)c12
→ ?, -23%, 11%[10.9 µM], ?
O=c1cc(CO)oc(C(Nc2ccccn2)c2ccc(C(F)(F)F)cc2)c1O (stereo not drawn)
→ 5.9%, -10%, -19%, 2%
CCc1ccc(-n2c(=O)c3c4c(sc3n(CC(=O)c3ccc(F)cc3)c2=O)CCC4)cc1
→ ?, -13%, -14%[10.9 µM], ?
COCCCNC(=O)CN(C1CCCCC1)S(=O)(=O)c1ccc(C)cc1
→ 1.2%, 12%, -12%, 11%
Cc1nnc(SCc2ccc(Cl)cc2Cl)[nH]c1=O
→ -3.8%, -7%, -19%, -13%
O=C(N1CCCCC1)C12CC3CC(CC(C3)C1)C2
→ ·, -3%, ·, 1%
CCOC(=O)c1ccc(CN(Cc2ccc(OC)cc2)S(=O)(=O)c2cccc(C(F)(F)F)c2)cc1
→ 0.9%, 7%, -17%[10.9 µM], -20%
Cn1nnnc1SCC(=O)N1CCc2ccccc2C1
→ 0.7%, 1%, 3%, 0%
COc1ccc(C2C(C(=O)NCCN3CCOCC3)c3ccccc3C(=O)N2C2CCCCC2)cc1 (stereo not drawn)
→ -1.6%, -12%, -11%, -11%
COc1ccc(-c2nc(SCC(=O)N3CCN(c4ccc(F)cc4)CC3)n[nH]2)cc1
→ 0.7%, 4%, 22%[10.9 µM], -4%
Cc1ccc(-c2cc(C(=O)NCc3cccnc3)no2)cc1
→ 2.0%, ?, -32%[inhibitor], -24%
CCOc1cc(-c2noc(-c3ccncc3)n2)cc(Br)c1OC
→ -1.7%, 6%, -14%, -1%
COc1ccc(NC(C)=O)cc1NC(=O)CSc1nnc(-c2ccncc2)n1C
→ -0.1%, 2%, 4%, -1%
COc1ccc(OC2CCN(S(=O)(=O)c3ccc(OC)cc3)CC2)cc1
→ 2.3%, 13%, 15%[10.9 µM], 4%
Cc1ccc2oc(-c3ccccc3C(=O)O)cc(=O)c2c1
→ -0.1%, 0%, -52%[inhibitor], 6%
CC1=C(C(=O)OC(C)C)C2(O)C(=O)c3ccccc3C2(O)N1 (stereo not drawn)
→ ·, -5%, ·, 1%
CC(C)(C)C1CCc2c(sc(N)c2C(N)=O)C1 (stereo not drawn)
→ 12%, -15%, -6%, -12%
CCCCN(C)CCCNC(=O)Cn1ncc2c3ccccc3n(Cc3ccccc3F)c2c1=O
→ 0.4%, -4%, -6%[10.9 µM], 13µM*
CC(=O)OCCNC(=O)Cn1cnc2c1c(=O)n(C)c(=O)n2C
→ 1.4%, -5%, 3%, ?
Cc1cc(C)cc(NC(=O)C2CC(=O)N(c3ccccc3)C2)c1 (stereo not drawn)
→ -2.3%, -1%, -13%[10.9 µM], 12%
O=C(CC(c1ccccc1)C1CCCCC1=O)c1ccco1 (stereo not drawn)
→ ·, ?, ·, 8%
COc1ccc(OC)c(NC(=O)CCn2cccn2)c1
→ -1.1%, -4%, 6%[10.9 µM], -2%
COCCNC(=O)c1cc(-c2ccccc2OC)on1
→ ?, -25%, -28%, -20%
CCOc1ccccc1C(=O)NCC(=O)OCC(=O)N1C(C)CCCC1C (stereo not drawn)
→ 0.8%, 0%, -3%, -6%
O=C(NCC(c1cccs1)N1CCOCC1)c1ccc(Cl)c([N+](=O)[O-])c1 (stereo not drawn)
→ ·, ?, ·, ?
CCOC(=O)CNc1c(-c2ccc(OC)cc2)nc2ccc(Cl)cn12
→ ·, -26%, ·, -29%
CC12CCCCC1(O)[N+](=O)C1=C(CCCC1)N2[O-] (stereo not drawn)
→ 0.6%, 10%, 2%, 12%
Cc1c(Cl)cccc1NC(=O)CCOc1ccccc1
→ 4.4%, 15%, -12%[10.9 µM], 7%
CC(C)NC(=O)CSc1nnc2sc3ccccc3n12
→ 0.2%, -1%, -14%, -11%
O=C(Nc1nnc(C2CCCC2)s1)C1CCN(S(=O)(=O)c2ccc(Cl)cc2)CC1
→ 0.4%, -4%, -8%, 1%
Cn1cc(-c2nc3cnc(N4CCNCC4)nc3n(-c3ccccc3)c2=O)c2ccccc21
→ 32%[11.4 µM], -3%, ?, 7%
CCc1ccc(C2=CC(c3c(F)cccc3Cl)n3c(nc4ccccc43)N2)cc1 (stereo not drawn)
→ 7.1%, ?, -16%[10.9 µM], ?
Cc1ccc(-c2[nH]c3ccccc3c2SCCNC(=O)c2ccc(S(=O)(=O)N3CCOCC3)cc2)cc1
→ 0.2%, -2%, -16%[10.9 µM], 10%
CC(C)N=C=NC(C)C
→ -1.7%, 7%[1.84 µM], 2%, 0%
Cc1ccc(-n2c(SCc3cc(=O)n4ccsc4n3)nnc2-c2cccnc2)c(C)c1
→ -0.8%, 9%, -5%, -3%
COc1ccccc1-n1c(N)c(C(=O)NCC2CCCO2)c2nc3ccccc3nc21 (stereo not drawn)
→ ·, -6%, ·, 3%

Reprinted at random: three compounds from above, in no set order.
The line under a structure holds: IkB signaling, p53ts 32C kill, Imprint erasure, p53ts 39C kill
CC(C)(C)C1CCc2c(sc(N)c2C(N)=O)C1 (stereo not drawn)
→ 12%, -15%, -6%, -12%
Cn1cc(-c2nc3cnc(N4CCNCC4)nc3n(-c3ccccc3)c2=O)c2ccccc21
→ 32%[11.4 µM], -3%, ?, 7%
Cc1ccc(-n2c(SCc3cc(=O)n4ccsc4n3)nnc2-c2cccnc2)c(C)c1
→ -0.8%, 9%, -5%, -3%
